Source: PubChem (The Scripps Research Institute Molecular Screening Center)
OXTR ag: agonists of human oxytocin receptor; CHO-OTR cells, Fluo-8 calcium fluorescence; normalized: DMSO 0%, oxytocin 100%; AID 2435; 320,000 tested, 0.32% active; activation, % at 3 µM;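 active = activation above the mean of all tested compounds plus 3 SD, cutoff set per screening run, cut at about 20% in these data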;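 also: peak over basal fluorescence ratio from a 100 s FLIPR kinetic read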
Target sequence (P30559 whole entry, looked up): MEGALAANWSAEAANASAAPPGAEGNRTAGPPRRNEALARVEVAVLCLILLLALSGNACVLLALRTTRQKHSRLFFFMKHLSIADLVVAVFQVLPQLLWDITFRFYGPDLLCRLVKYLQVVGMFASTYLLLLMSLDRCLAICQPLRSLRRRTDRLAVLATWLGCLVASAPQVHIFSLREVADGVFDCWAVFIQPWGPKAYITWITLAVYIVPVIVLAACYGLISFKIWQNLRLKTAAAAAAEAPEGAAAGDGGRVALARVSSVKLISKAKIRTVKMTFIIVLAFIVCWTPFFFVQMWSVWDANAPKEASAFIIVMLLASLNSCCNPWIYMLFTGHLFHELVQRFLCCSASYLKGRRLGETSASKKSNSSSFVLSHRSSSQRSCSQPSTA
TAAR1 antagonist: human TAAR1 antagonism; CHO RD-HGA16 TAAR1, Fluo-8 calcium fluorescence, antagonist; AID 624466; 360,000 tested, 1.5% active; inhibition, % at 3 µM; Q96RJ0;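 active = inhibition above a per-plate cutoff, the mean inhibition of test compounds on that plate plus 3 SD, cut at about 49% in these data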;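 also: 0% = DMSO plus EC80 beta-PEA response and 100% = DMSO alone without agonist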
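Test system: CHO RD-HGA16 cells bearing hTAAR1 | Reagent: β-PEA, EC80 | Compound dosing: 3 µM, single point | Schedule: Dye loading 75 min at 37 °C, then 30 min room temperature | Signal: Calcium fluorescence with Fluo-8 | Evaluation: Percent inhibition of PEA-evoked calcium signal, max/basal emission ratio | Control set: DMSO-only wells and EC80 β-PEA-stimulated wells | Repeats: Singlicate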
CHRM1 agonist: agonists of human M1 muscarinic receptor. P11229. CHO-K1 hM1, Fluo-8 calcium fluorescence, agonist mode; 0% DMSO, 100% acetylcholine EC100. activation, % at 3 µM. 360,000 tested, 0.33% active;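 active = activation above the run's mean compound activation plus 3 SD, cut at about 16% in these data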;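 also: peak over basal fluorescence ratio within a 140 s kinetic read after compound addition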
CHO parental Ca: signal in parental CHO cells, OX1R antagonist counter-screen; parental CHO-K1, ATP-induced calcium, Fluo-8 fluorescence; inhibition, % at 5.6 µM; 330,000 tested, 0.63% active;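 active = inhibition above that plate's mean sample inhibition plus 3 SD, cut at about 26% in these data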;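 also: 0% = ATP-challenged DMSO wells and 100% = DMSO wells without ATP; some compounds past the cut are filed as inactive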
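Test system: parental CHO cells; detection: calcium-sensitive Fluo-8 fluorescence; evaluation: percent inhibition of calcium signal; also added: ATP as calcium-mobilizing challenge; repeats: one well per compound; control set: ATP-challenged DMSO wells low, unchallenged DMSO wells high; compound: single nominal dose of 5.6 µM per compound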
CHRM1 PAM: human CHRM1 positive allosteric modulation | P11229 | CHO-K1 hM1, Fluo-8 calcium fluorescence, ACh EC20; 0% = ACh EC20, 100% = maximal ACh | activation, % at 3 µM | 360,000 tested, 0.088% active | AID 588819; in the data active = activation above about 19%, passing the limit was not always enough
OXTR potentiator: potentiators of human oxytocin receptor. P30559. CHO-OTR cells, Fluo-8 calcium fluorescence, potentiator mode; 0% = oxytocin EC15, 100% = EC100. activation, % at 3 µM. 320,000 tested, 0.061% active;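 active = activation above that plate's cutoff, the mean activation of tested compounds plus 3 SD, cut at about 6.6% in these data, passing the limit was not always enough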;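 also: 100% uses oxytocin at 75 nM as the full agonist control; some results filed as inactive read as strong as hits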
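test system = CHO-OTR cells, human receptor | compound = single-point 3.0 µM | schedule = 6 min compound pre-incubation at room temperature, 100 s kinetic read | signal = Fluo-8 no-wash calcium dye fluorescence, excitation 470-495 nm, emission 515-575 nm | repeats = single well per compound, singlicate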
V1aR counter: activates human V1a receptor in oxytocin agonist counter-screen. P37288. CHO-V1R cells, Fluo-8 calcium fluorescence, agonist mode; 0% DMSO, 100% 3 nM vasopressin. activation, % at 3 µM. 320,000 tested, 0.25% active. AID 2797;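 active = activation above the mean activation of all tested compounds plus 3 SD, per screening run, cut at about 20% in these data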;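 also: signal is peak over basal fluorescence ratio across a 100 second FLIPR read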
Target sequence (P37288 whole entry, looked up): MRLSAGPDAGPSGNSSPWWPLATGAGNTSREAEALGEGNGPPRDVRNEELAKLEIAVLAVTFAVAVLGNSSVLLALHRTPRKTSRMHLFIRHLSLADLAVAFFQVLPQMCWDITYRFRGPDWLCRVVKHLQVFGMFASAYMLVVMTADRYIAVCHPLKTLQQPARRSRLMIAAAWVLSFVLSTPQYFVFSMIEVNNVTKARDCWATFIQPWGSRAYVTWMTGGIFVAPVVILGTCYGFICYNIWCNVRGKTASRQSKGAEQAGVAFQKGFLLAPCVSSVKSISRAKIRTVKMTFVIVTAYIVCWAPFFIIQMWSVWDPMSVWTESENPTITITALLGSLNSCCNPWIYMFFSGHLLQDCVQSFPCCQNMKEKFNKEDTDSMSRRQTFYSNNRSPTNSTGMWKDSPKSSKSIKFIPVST
M1 antag: antagonists of human M1 muscarinic receptor. CHO-K1 hM1, Fluo-8 calcium fluorescence, ACh EC80 antagonist. 360,000 tested, 1.3% active. inhibition, % at 3 µM. AID 588852. P11229;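 active = percent inhibition above its own plate's cutoff, namely the mean of that plate's compound wells plus 3 SD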;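 also: peak over basal fluorescence ratio during 140 s after agonist addition; 0% = ACh EC80 plus DMSO and 100% = DMSO alone without agonist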
TAAR1 ag: human TAAR1 agonism. CHO RD-HGA16 TAAR1, Fluo-8 calcium fluorescence; vehicle wells 0%, saturating PEA agonist 100%. activation, % at 3 µM. 360,000 tested, 0.99% active. AID 624467;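 active = activation above the mean activation of all test compounds in the run plus 3 SD, cut at about 38% in these data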
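Signal – calcium-sensitive Fluo-8 signal, excitation 470-495, emission 515-575 nm · System – RD-HGA16 (CHO) cells co-expressing Gα16 and hTAAR1 · Incubation – 17-24 h seeding, 75 min 37 °C dye, 30 min RT · Compound dosing – 3 µM single concentration · Repeats – no replicates (n 1)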
An asterisk follows results filed as active; · = no result given.

Under each structure: OXTR ag, TAAR1 antagonist, CHRM1 agonist, CHO parental Ca, CHRM1 PAM, OXTR potentiator, V1aR counter, M1 antag, TAAR1 ag
COc1ccc(CCN(C)C(=O)CCc2nnc(-c3ccccc3)o2)cc1OC
  0.4, -12, -6, -9, 7, -13, 0.1, -1, 4
O=C(COc1ccc(F)cc1Br)Nc1ccccc1N1CCOCC1
  ·, 40, -5, ·, -8, ·, ·, 18, 3
Cc1ccc(C)c(Oc2ncnc(N)c2[N+](=O)[O-])c1
  -1.1, -3, -4, -5, 10, -5, -1.1, 4, 4
CCCOC(=O)c1ccc(NC(=O)c2cccc(S(=O)(=O)N3CCN(C(C)=O)CC3)c2)cc1
  -1.1, 3, -3, -22, 4, -9, 2.5, -4, -2
COc1ccccc1-n1c(CNC(=O)c2ccc(S(=O)(=O)N3CCCCC3)cc2)n[nH]c1=S
  0.6, 7, -3, -7, 2, -2, 0.7, -2, -1
CCOC(=O)c1[nH]c2ccc(F)cc2c1NC(=O)CN1CCN(C/C=C/c2ccccc2)CC1
  0.7, 6, -3, -25, -15, -19, 1.0, 23, 5
O=C(CSc1nnc(CNC(=O)c2cccs2)o1)Nc1cccc(Cl)c1
  4.8, -9, 1, 1, -1, -10, 5.5, -6, 3
Cc1cc(C)cc(CC(=O)N2CCC2(C)C(=O)NS(=O)(=O)Cc2ccccc2)c1 (configuration not stated)
  ·, -13, -2, ·, -2, ·, ·, -1, 0
Cc1c(CC(=O)NCCC(=O)O)c(=O)oc2cc3occ(-c4ccccc4)c3cc12
  -1.0, 1, -6, 1, 12, 0, 0.0, -11, 4
COc1ccc(N(C(=O)/C=C/C(=O)Nc2cc(C)on2)C(C(=O)NC2CCCC2)c2ccccc2C)cc1 (configuration not stated)
  -2.1, 7, -6, -39, 10, -1, -0.9, -15, 3

Reprinted from the part before: two entries, then new ones.
Under each structure: OXTR ag, TAAR1 antagonist, CHRM1 agonist, CHO parental Ca, CHRM1 PAM, OXTR potentiator, V1aR counter, M1 antag, TAAR1 ag
Cc1c(CC(=O)NCCC(=O)O)c(=O)oc2cc3occ(-c4ccccc4)c3cc12
  -1.0, 1, -6, 1, 12, 0, 0.0, -11, 4
COc1ccc(N(C(=O)/C=C/C(=O)Nc2cc(C)on2)C(C(=O)NC2CCCC2)c2ccccc2C)cc1 (configuration not stated)
  -2.1, 7, -6, -39, 10, -1, -0.9, -15, 3
CCN(CC(=O)Nc1ccc2c(c1)OCCO2)C(=O)C1CCCCC1
  -0.5, 5, -4, -14, 3, -8, 0.5, 0, 19
COc1cc(C(C)=O)ccc1OCC(=O)Nc1ccccc1N1CCCCC1
  -3.1, 55*, -6, -55, -8, -5, -1.3, 14, 3
COCCNC(=O)C(=O)NCCN1CCNCC1
  0.7, 13, -6, 1, -5, 3, 0.1, 10, 3
CC1CC(C)CN(C(=O)C2CCN(S(=O)(=O)c3cccs3)CC2)C1 (configuration not stated)
  -0.8, 5, -5, -12, 7, -7, 0.7, -6, 2
CCOc1ccc(S(=O)(=O)Nc2cc(SCC(=O)O)c(O)c3ccccc23)cc1
  ·, -8, 0, ·, 23, ·, ·, -13, 1
COc1cccc(CNC(=O)COC(=O)C23CC4CC(CC(Cl)(C4)C2)C3)c1
  0.6, 12, -2, -16, -4, -9, 3.1, 8, 8
O=C(O)COc1ccccc1-c1nc(-c2ccccc2)c(-c2ccccc2)[nH]1
  0.1, 32, -2, -7, 3, 6, -0.2, 1, -1
CC12CNCC(C)(CN(C3(O)C(=O)Nc4ccc(Br)cc43)C1)C2=O (configuration not stated)
  0.2, -14, -4, -1, 3, -5, -1.0, 0, 6
CN(Cc1cccs1)C(=O)COc1cccc2c1OC(C)(C)C2
  -1.5, -4, -4, -19, -2, -9, 0.7, -8, 0
COc1ccc(NC(=O)CC2S/C(=N\c3nccs3)N(C)C2=O)cc1 (configuration not stated)
  -1.4, 13, -4, -2, -7, -3, 1.9, 2, 6
CN(CCCN1CCCCC1)C(=O)c1cc(COc2ccc(F)cc2F)on1
  0.8, -2, -7, -5, -21, -3, 1.5, 38*, 1
O=C(c1ccc(Cl)c([N+](=O)[O-])c1)N(c1ccccn1)c1ccccn1
  -0.5, 1, -1, -17, -7, -4, 1.6, 12, 7
COc1cccc(CCN2CCC(CNS(=O)(=O)c3cc(-c4cc(C)no4)ccc3C)CC2)c1
  11, 18, 0, -19, -20, -14, 8.0, 26, 13
CN(C)CCNC(=O)COc1ccc(Cl)cc1Cl
  -0.3, -3, -9, -3, 0, -5, 0.3, -2, 1
COc1ccc(NC(=O)CSc2nnc3ccc(-c4ccccn4)nn23)cc1
  -0.8, 4, -1, 12, 9, -2, 0.5, -11, 1
CCN(CC(=O)Nc1ccc(NC(C)=O)cc1)C(=O)c1ccccc1SCC(=O)N1CCCC1
  -1.4, -11, 0, -4, 7, -7, -0.2, -7, 0
C=CCN(C(=O)Cn1ncc2c1-c1cc(C)ccc1OC2)c1ccccc1
  -2.4, -2, -2, -18, -4, 5, -1.6, 6, -3
Cc1ccc(-n2ncc3c(NCCCN4CCOCC4)ncnc32)c(C)c1
  -0.8, 7, -9, -15, 11, 0, 0.1, -17, -2
CC1=CC(C)(C)N=C(NC#N)N1
  1.4, -10, -2, -12, 7, -3, 0.4, -14, 13
CC1CN(Cc2c(O)ccc3c(=O)c(-c4ccccc4Cl)coc23)CC(C)O1 (configuration not stated)
  -0.4, -21, -4, -13, 2, -14, 1.6, 4, 0

Brought forward from above: 5 entries, followed by the next part.
Under each structure: OXTR ag, TAAR1 antagonist, CHRM1 agonist, CHO parental Ca, CHRM1 PAM, OXTR potentiator, V1aR counter, M1 antag, TAAR1 ag
CCN(CC(=O)Nc1ccc(NC(C)=O)cc1)C(=O)c1ccccc1SCC(=O)N1CCCC1
  -1.4, -11, 0, -4, 7, -7, -0.2, -7, 0
C=CCN(C(=O)Cn1ncc2c1-c1cc(C)ccc1OC2)c1ccccc1
  -2.4, -2, -2, -18, -4, 5, -1.6, 6, -3
Cc1ccc(-n2ncc3c(NCCCN4CCOCC4)ncnc32)c(C)c1
  -0.8, 7, -9, -15, 11, 0, 0.1, -17, -2
CC1=CC(C)(C)N=C(NC#N)N1
  1.4, -10, -2, -12, 7, -3, 0.4, -14, 13
CC1CN(Cc2c(O)ccc3c(=O)c(-c4ccccc4Cl)coc23)CC(C)O1 (configuration not stated)
  -0.4, -21, -4, -13, 2, -14, 1.6, 4, 0
O=C(C1CCN(S(=O)(=O)c2ccccc2)CC1)N1CCCCC1
  1.0, -5, -2, -5, 6, -7, 1.8, -5, -1
CN(C(=O)c1ccc(Cl)cc1)C1=CCCCC1CCC#N (configuration not stated)
  1.0, 0, -5, -15, -3, -5, 0.8, -6, 8
CCOC(=O)c1nn(-c2ccc(C)c(Cl)c2)c(=O)c(C#N)c1C
  -0.6, -4, -4, -18, 8, -11, -0.4, -15, 2
COc1cccc(OCCCN2CCN(S(=O)(=O)c3ccc(NC(C)=O)cc3)CC2)c1
  15, 10, -1, -13, -1, -13, 11, 1, 14
COC(=O)c1ccc(CSc2nnc3c(n2)[nH]c2ccccc23)cc1
  0.6, -16, -1, 8, 7, 10, 1.3, -13, -1
O=C(OCc1nnc(-c2ccccc2)o1)C1CCN(S(=O)(=O)c2cccs2)CC1
  7.7, 21, -2, -17, -5, -13, 8.3, 6, 7
CN(CCCOc1ccccc1F)Cc1ccccc1
  0.1, -6, -8, -14, -4, -12, -0.1, -8, 4
COc1cccc(Cc2n[nH]c(=S)n2Cc2ccco2)c1
  2.1, -9, -5, -17, -9, -9, 3.4, 2, 0
Cc1ccc(-c2c(C)n([O-])c3c([n+]2=O)CCC3)o1
  -0.7, -8, -1, -7, 9, -9, 1.1, -15, 5
CCOC(=O)C1=C(C)N(c2ccc(OC)cc2)C(=O)/C1=C\c1cccs1
  -0.8, -11, -8, -12, -4, 0, -0.6, 9, 5
O=C1C2C3C=CC(C3)C2C(=O)N1CCCO (configuration not stated)
  0.0, 8, -4, 4, -5, -7, 0.2, 0, 1
COc1ccccc1S(=O)(=O)n1cc(Cc2ccccc2)c(N)n1
  -1.2, 4, 2, -6, 9, -6, -0.8, -3, 3
c1ccc(Cn2cnc3ccccc32)cc1
  1.0, -24, -3, -14, 1, -4, 1.0, 2, 7
S=c1[nH]nc(-c2ccc3ncccc3c2)n1-c1ccc2c(c1)OCCO2
  0.5, -14, -4, -17, -5, -12, -0.1, 14, 10
OCCCc1n[nH]c(=S)n1-c1ccccc1
  0.6, -16, -5, 9, 12, -2, -1.1, -8, 4
O=C(NNC(=O)c1cc(Cl)ccc1O)c1cccc(S(=O)(=O)N2CCOCC2)c1
  0.5, -4, -1, -2, -2, -2, 0.0, 4, 7
CNc1cccc(-c2cc(OC)ccc2OC)n1
  ·, -29, -8, ·, -22, ·, ·, 42*, 1
COc1ccccc1C(=O)Nc1ccnn1C1CCN(Cc2ccn[nH]2)CC1
  0.2, -14, -3, 0, 0, 3, 0.1, 1, 3
Cc1ncc(CN2CCN(Cc3ccccc3)C(CCO)C2)s1 (configuration not stated)
  0.9, 0, -3, -18, 11, -9, 0.5, -9, 0
COc1ccc(CC(C)N2CCN(Cc3ccccc3)CC2)cc1OC (configuration not stated)
  3.7, ·, -3, -19, 16, -10, 7.7, -19, ·
Nc1ccc(-c2c3ccc(=O)cc-3oc3cc(O)ccc23)cc1C(=O)O
  292*, 68*, 278*, 70*, -38, -26, 261*, 55*, 212*
CCCCC1CCC(C(=O)Nc2ccc(S(=O)(=O)Nc3nccs3)cc2)CC1 (configuration not stated)
  0.7, ·, -13, -12, 7, -4, -0.7, -14, ·
Cc1ccc(S(=O)(=O)N(CC(=O)NC2CCCC2)c2cccc(C)c2)cc1
  -2.5, 5, -9, -24, 6, -12, -1.9, -1, -2
C[C@@H](O)Cc1cn(CC(=O)NCCCCCCCCCCC(=O)N2CCNCC2)nn1
  -0.1, 4, -14, -1, 3, -8, -0.4, 6, 2
C[C@@H]1CN([C@@H](C)CO)C(=O)CCCn2nncc2CO[C@H]1CN(C)C(=O)C1CC1
  ·, -4, 0, ·, -7, ·, ·, 1, 2
CC(C)NC(=O)c1ccc2c(c1)N(Cc1ccccc1)C(=O)C(C)(C)O2
  ·, 2, -3, ·, 0, ·, ·, 7, 0

Compounds were not picked by outcome; any-hit rate near 3.7%.
